Bioassay records: PubChem BioAssay, The Scripps Research Institute Molecular Screening Center
pPAFAH FP inh: inhibitors of human plasma PAF acetylhydrolase (pPAFAH); inhibition, % at 3.39 µM; Q13093; 1.5% of 330,000 active; recombinant pPAFAH, FP-rhodamine probe fluorescence polarization;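 active means inhibition above the mean inhibition across the screen plus 3 SD, cut at about 25% in these data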;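 further: inhibitors block binding of the rhodamine activity-based probe so polarization drops; 0% = enzyme with DMSO and 100% = wells lacking pPAFAH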
GSTO1 inh: GSTO1 inhibition, counter-screen for RBBP9 inhibitors; P78417; recombinant GSTO1, activity-based probe fluorescence polarization; inhibition, % at 5.96 µM; 1.1% of 300,000 active;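 active means inhibition above the campaign mean inhibition plus 3 SD, cut at about 35% in these data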;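 further: 0% = GSTO1-1 with DMSO and 100% = wells lacking GSTO1-1 enzyme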
Target sequence (P78417 whole entry, looked up): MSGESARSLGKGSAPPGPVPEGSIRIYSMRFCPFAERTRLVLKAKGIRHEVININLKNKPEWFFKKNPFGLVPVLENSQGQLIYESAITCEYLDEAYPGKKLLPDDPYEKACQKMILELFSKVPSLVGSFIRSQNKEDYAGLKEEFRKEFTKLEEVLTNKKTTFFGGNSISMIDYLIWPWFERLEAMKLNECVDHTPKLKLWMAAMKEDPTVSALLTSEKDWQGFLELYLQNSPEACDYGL
PREPL inh: inhibitors of human prolyl oligopeptidase-like enzyme PREPL. Q4J6C6. inhibition, % at 5.96 µM. 0.68% of 320,000 active. recombinant PREPL, fluorescence polarization activity-based probe; in the data active means inhibition above about 43%;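 further: 0% = enzyme with DMSO and 100% = wells lacking enzyme; many of its hits are not listed in these tables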
LYPLA2 inh: counter-screen for PME1 inhibitors: inhibitors of human LYPLA2; O95372; recombinant LYPLA2, FP-Rh probe fluorescence polarization; inhibition, % at 5.9 µM; 0.38% of 320,000 active;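 active means inhibition above the screen-wide mean plus 3 SD, limit set per campaign, cut at about 26% in these data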;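 further: 0% = LYPLA2 with DMSO and 100% = wells lacking LYPLA2 enzyme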
PME-1 primary: PME-1 (human) inhibition. 0.53% of 320,000 active. Q9Y570. AID 2130. inhibition, % at 5.9 µM. recombinant PME-1, FP-Rh probe fluorescence polarization;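 active means inhibition above the campaign mean of all compounds plus 3 SD, cut at about 26% in these data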;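 further: competitive labeling of PME-1 active site by serine hydrolase directed probe; 0% = PME-1 with DMSO and 100% = wells lacking PME-1 enzyme; inhibitors block probe labeling so polarization falls and inhibition rises; many of its hits are not listed in these tables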
PAFAH1B3 inh: PAFAH1B3 (human) inhibition. 0.28% of 340,000 active. Q15102. inhibition, % at 3.39 µM. recombinant PAFAH1B3, FP-rhodamine probe, fluorescence polarization. AID 492972;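 active means inhibition above the screen-wide average of all tested compounds plus 3 SD, cut at about 25% in these data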;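 further: 0% = enzyme with DMSO only and 100% = wells lacking PAFAH1B3 protein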
Target sequence (Q15102 whole entry, looked up): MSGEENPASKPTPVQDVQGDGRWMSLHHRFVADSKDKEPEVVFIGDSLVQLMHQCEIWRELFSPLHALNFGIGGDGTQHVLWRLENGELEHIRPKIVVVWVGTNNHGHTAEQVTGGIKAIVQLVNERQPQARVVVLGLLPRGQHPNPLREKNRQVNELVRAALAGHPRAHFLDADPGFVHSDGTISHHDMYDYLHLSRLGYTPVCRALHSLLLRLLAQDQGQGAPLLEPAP
LYPLA1 inh: LYPLA1 (human) inhibition in PME1 counter-screen | O75608 | recombinant LYPLA1, FP-Rh probe fluorescence polarization | inhibition, % at 5.9 µM | 0.16% of 320,000 active;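 active means inhibition above the mean of all tested compounds plus 3 SD, set per campaign, cut at about 14% in these data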;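 further: inhibitors block serine hydrolase probe labeling of LYPLA1 so polarization falls; 0% = enzyme with DMSO and 100% = wells lacking LYPLA1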
Target sequence (O75608 whole entry, looked up): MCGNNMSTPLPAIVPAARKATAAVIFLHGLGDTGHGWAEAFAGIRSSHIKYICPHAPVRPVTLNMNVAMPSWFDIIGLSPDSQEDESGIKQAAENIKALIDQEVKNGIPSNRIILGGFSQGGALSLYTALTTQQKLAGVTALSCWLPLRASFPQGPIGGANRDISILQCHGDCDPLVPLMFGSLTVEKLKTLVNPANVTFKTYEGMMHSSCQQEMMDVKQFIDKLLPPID
PAD4 FP inh: inhibitors of human PAD4. 0.41% of 330,000 active. recombinant PAD4, RCA probe fluorescence polarization. Q9UM07. inhibition, % at 6.36 µM;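 active means percent inhibition above a cutoff equal to the mean of all tested compounds plus 3 SD, cut at about 15% in these data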;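 further: 0% = PAD4 with RCA probe and DMSO and 100% = probe without PAD4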
PAFAH1B2 FP inh: blocks human PAF acetylhydrolase 1b catalytic subunit 2; recombinant PAFAH1B2, FP-rhodamine activity probe, fluorescence polarization; inhibition, % at 3.39 µM; 1.2% of 340,000 active;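 active means inhibition above the mean of all tested compounds plus 3 SD, cut at about 24% in these data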;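 further: 0% = enzyme with DMSO and 100% = wells lacking PAFAH1B2; many of its hits are not listed in these tables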
Target sequence (P68402 whole entry, looked up): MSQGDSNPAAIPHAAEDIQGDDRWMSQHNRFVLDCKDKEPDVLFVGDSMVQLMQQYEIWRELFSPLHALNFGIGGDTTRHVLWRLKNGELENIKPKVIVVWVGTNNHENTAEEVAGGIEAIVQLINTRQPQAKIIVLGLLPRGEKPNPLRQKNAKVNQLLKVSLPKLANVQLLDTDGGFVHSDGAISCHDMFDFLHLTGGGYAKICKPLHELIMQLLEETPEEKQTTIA
* = called active by the depositor; / = not tested or not shown. The list is partial; rates above refer to the full screens.

SMILES	pPAFAH FP inh	GSTO1 inh	PREPL inh	LYPLA2 inh	PME-1 primary	PAFAH1B3 inh	LYPLA1 inh	PAD4 FP inh	PAFAH1B2 FP inh
CCOC(=O)C1=CN(Cc2cccc(F)c2)S(=O)(=O)NC1c1ccccc1 (stereo unspecified)	15	/	/	/	/	1	/	-2	3
Cn1cc([N+](=O)[O-])c(C(=O)N2CCN(Cc3ccc4c(c3)OCO4)CC2)n1	0	1	14	4	2	-2	2	-3	0
CC(=O)c1c(O)c2ccccc2n(C(C)C)c1=O	-1	13	2	0	1	13	-1	-3	7
COc1ccc(CCN(Cc2nc3ccccc3c(=O)[nH]2)C(=O)C2CC2)cc1	0	-10	0	2	2	10	7	-8	-7
O=C1CCCC2=C1Sc1ccccc1N2	3	14	7	0	-5	/	-3	-2	/
CC(C)CCOP(=O)(c1ccc(N(C)C)cc1)C(O)c1ccccc1F (stereo unspecified)	-2	3	-38	5	6	10	4	1	11
Clc1ccc(-c2nnc(-c3cccnc3)o2)cc1	2	-5	1	3	6	2	-4	5	6
OCCNCCO	2	-2	-1	2	-2	7	-1	7	4
CCN1CCN(C(c2cccs2)C(C)NC(=O)c2ccccc2OC)CC1 (stereo unspecified)	5	1	-6	0	0	-4	-1	3	3
COC(=O)Cc1c(C)c2ccc(OCC(=O)NCc3ccc4c(c3)OCO4)cc2oc1=O	-1	4	-7	0	0	6	-1	-1	1
COc1ccccc1NC(=O)C1CCN(S(C)(=O)=O)CC1	-3	-2	11	1	-3	3	-2	0	-1
O=C(CNC(=O)c1ccco1)NCC(=O)OCc1ccc(Cl)cc1	-2	1	-5	-3	2	1	2	-2	-3
Cc1ccc(-n2c(C)cc(C(=O)COC(=O)c3ccc[nH]c3=O)c2C)cc1C	2	2	-2	-1	1	-10	1	-3	0
CN1C(=S)SC(N(O)C(=O)Nc2ccc(Cl)c(Cl)c2)C1(C)C (stereo unspecified)	-1	-4	20	-3	-1	4	-4	3	-4
CCCC1Nc2ccc(C(=O)O)cc2C2C=CCC12 (stereo unspecified)	46*	5	6	0	-22	32*	-5	6	18
CCOC(=O)c1c(NC(=O)c2ccccc2)sc2c1CCc1ccccc1-2	0	4	3	2	6	12	-2	1	5
O=C(CN1CCC(N2CCCCC2)CC1)N1CCOCC1	0	5	-4	0	2	/	0	-1	/
COc1ccccc1NC(=O)COc1ccccc1	1	-3	11	3	-4	3	3	-1	3
Cc1c(/C=C/C(=O)c2ccc(Cl)s2)cnn1C	3	-2	-2	0	1	11	-9	-4	0
Cc1ccc(NC(=O)c2cccs2)cc1NC(=O)c1cccnc1	1	9	4	2	3	2	-5	-1	6
Cc1nn(C(C)(C)C)c(NC(=O)c2ccc(Cl)cc2)c1Br	-1	8	-2	2	-11	/	-1	0	/
COc1ccc(S(=O)(=O)N2CCOCC2)cc1NC(=O)Cc1coc2cc(C)c(C)cc12	8	-2	7	0	25	-6	-6	-7	0
COCCn1nnnc1C(c1ccc(OC)cc1)N1CCN(C(=O)c2ccco2)CC1 (stereo unspecified)	-1	3	-3	7	3	6	-3	2	1
COc1ccc(C2C(C#N)=C(N)Oc3c2c(C)nn3-c2ccccc2)cc1Cn1nc(C)c([N+](=O)[O-])c1C (stereo unspecified)	4	26	6	5	5	8	1	42*	4
Cc1ccc(S(=O)(=O)n2cnc3ccccc32)c(C)c1	-5	-3	16	2	-1	3	2	-6	6
Cc1ccc(C)c(OCC(=O)NCC(C)(C)N2CCOCC2)c1	-2	/	8	5	2	6	2	1	-2
Nn1c(COc2cccc(Cl)c2)nc2ccccc2c1=O	6	1	5	11	7	11	-2	2	11
O=C(NCCN1CCCCCC1)c1ccc(N2CCCC2=O)cc1	2	9	22	3	-1	-5	1	-3	3
CCCc1nc2ccccc2c(=O)n1CC(=O)c1ccc(F)cc1	7	5	5	2	3	6	-1	2	4
CC1(C)CC(=O)c2c(O)cc(O)cc2O1	-3	14	14	1	0	15	2	-1	7
CN1CCS/C1=C/C=C1/SC(=S)N(Cc2ccccc2)C1=O	36*	-10	25	8	14	10	10	49*	2
O=C(O)C1CC=CCC1C(=O)Nc1ccccc1C(=O)N1CCN(c2ccc(F)cc2)CC1 (stereo unspecified)	4	1	4	4	-5	2	-2	-5	4
CCc1nn2cc(C(=O)c3cc(C)ccc3O)cnc2c1-c1ccc(F)cc1	1	0	-8	-5	-5	-10	-4	2	-2
CC(C)(C)NC(=O)Cn1c(SCC(=O)Nc2nccs2)nc2ccccc21	-1	2	-13	-2	-1	-7	-2	-1	6
COc1ccc(NC(=O)c2cc(S(=O)(=O)N3CCCCC3)c[nH]2)c(OC)c1	9	1	1	2	1	13	0	1	4
Cc1c(C(=O)O)oc2ccc(S(=O)(=O)NCc3ccccc3)cc12	3	18	9	3	-7	1	-1	-3	3
COc1cccc(-c2nnc(SCC(=O)NCc3ccc4c(c3)OCO4)n2Cc2ccco2)c1	6	-1	9	-3	2	5	-2	-7	5
CCOc1ccc(/C=N/NC(=S)NC2CC3CC2C2C=CCC32)cc1 (stereo unspecified)	6	-11	4	-8	4	/	-4	-2	/
Cc1ccc(S(=O)(=O)N2CCCC(C(=O)NNCC(=O)Nc3cc(F)ccc3F)C2)cc1 (stereo unspecified)	1	32	-8	1	-1	11	-1	3	7
CC(C)Cc1ccc(C2=CSC3=NCCN23)cc1	-1	4	4	1	3	-1	3	-8	3
N/C(=N\NS(=O)(=O)c1ccccc1C(F)(F)F)c1ccccn1	0	6	8	-1	-4	9	2	-2	6
COc1ccccc1N1CCN(C(=O)CCN2C(=O)c3cccc4cccc(c34)C2=O)CC1	5	2	4	0	-3	4	1	0	3
CC(C)c1cccc(C(C)C)c1OC(=O)NC(=O)c1c(F)cccc1F	0	5	10	-3	1	12	-3	1	6
CCn1cc(Br)c(C(=O)N2CCN(c3ccccc3)CC2)n1	1	-6	4	-3	6	-1	5	-2	4
C/C(=N\Nc1nnc2c3ccccc3n(C)c2n1)c1ccc(C)o1	7	-2	31	-6	5	1	0	-1	4
CCOC(=O)c1cc2c(n(-c3ccc(Cl)cc3)c1=O)CCCC2=O	0	4	8	2	7	10	3	0	2
Cc1nn(C(C)C(=O)N2CCOCC2)c(=O)c2nn(-c3ccccc3)c(C)c12 (stereo unspecified)	0	1	15	6	0	6	3	-2	3
Cc1nc(C(=O)N(C)C)nn1-c1ccc([N+](=O)[O-])cc1	2	-5	0	1	-4	7	-3	-3	1
Cc1[nH]nc(SCC(=O)N2CCCCC2)c1[N+](=O)[O-]	-1	-6	3	2	-6	-5	-3	-8	-3
Cc1ccc(S(=O)(=O)Cn2nnnc2C(c2ccc(F)cc2)N2CCCCC2)cc1 (stereo unspecified)	-2	5	18	5	-2	0	3	0	8
C#CC(C)(C)NC(=O)CSc1nc2c(c(=O)n(C)c(=O)n2C)n1CCCC	-1	7	7	0	-2	0	-2	-2	-3
COc1ccc(C2CC(=O)c3cnc(N4CCc5ccccc54)nc3C2)c(OC)c1 (stereo unspecified)	4	4	1	1	-1	/	1	-5	/
O=C(COC(=O)c1c2c(nc3ccccc13)CCCC2)c1cccs1	-2	2	17	-2	1	-1	-4	-6	7
CCC(CC)C(=O)Nc1cc(=O)n(C)c(=O)n1C	-1	3	4	0	-2	6	0	-1	5
CCOC(=O)c1csc(NC(=O)C2CCCCC2)n1	-1	-2	3	10	2	-2	3	-1	1
CCCNC(=O)c1cc(-c2ccccc2)c(N2CCCCC2)s1	1	-1	-1	-4	-4	6	-1	-2	-1
COc1ccc(Cl)c(NC(=O)Cn2nnc(-c3ccccc3N)n2)c1	0	11	6	0	0	4	-5	6	1
COc1ccc(CCNC(=O)c2cc(C(=O)c3cc(Cl)ccc3O)cn(CCc3ccc(OC)cc3)c2=O)cc1	1	-18	5	-26	-28	-24	-16	2	-14
COC(=O)CSc1nnc(-c2ccccn2)n1N	1	-8	1	8	-5	4	0	4	3
CN(C)S(=O)(=O)c1cccc(NC(=O)c2n[nH]c(=O)c3ccccc23)c1	-2	7	-12	-6	8	5	-4	3	5

(listing goes on)
SMILES	pPAFAH FP inh	GSTO1 inh	PREPL inh	LYPLA2 inh	PME-1 primary	PAFAH1B3 inh	LYPLA1 inh	PAD4 FP inh	PAFAH1B2 FP inh
CCOCC(=O)Nc1nnc(SCCOC)s1	1	12	-9	4	-7	3	-1	-1	0
CCc1ccc(OCC(=O)NNC(=O)C2CCN(c3ncnc4sc(C)c(C)c34)CC2)cc1	10	-1	7	0	-4	7	-2	1	2
COc1ccc(S(=O)(=O)N(C)c2ccc(C(=O)Nc3ccccc3C(=O)N3CCOCC3)cc2)cc1OC	1	3	-1	-1	1	4	0	1	-4
CCOc1cc(/C=N/NC(=O)c2cc(-c3ccccc3)nc3ccccc23)ccc1O	1	2	18	8	-8	11	-13	0	0
Cc1cccc(S(=O)Cc2ccc(C(=O)N3CCN(C(=O)c4ccco4)CC3)o2)c1 (stereo unspecified)	3	-8	-6	4	-2	5	-1	5	0
CCOC(=O)C1=NN(C(C)=O)C2C(=O)N(CC)C(=O)C12 (stereo unspecified)	2	5	-8	7	-2	/	-1	3	/
Cc1ccc(Nc2nnc(C(C)(C)C)c(=O)n2N)cc1	9	-1	-5	-6	2	-4	-2	-1	4
COc1ccc(C(=O)NNC(=O)COC(=O)c2sccc2C)cc1	10	/	14	5	-6	1	6	2	4
O=C(CN1C(=O)c2ccccc2C1=O)NNC1=NS(=O)(=O)c2ccccc21	3	1	3	-3	0	-5	0	0	1
COc1cc2c(cc1NC(=O)CSc1ccc(Cl)cc1)oc1ccccc12	6	-6	-11	-7	-9	-6	-3	-5	2
CC(=O)c1c(C)nn(CC(O)COc2ccc3ccccc3c2)c1C (stereo unspecified)	6	9	3	5	0	3	0	3	2
CCOc1ccc(NC(=O)CNC(=O)c2cccs2)cc1	-1	3	-5	-2	1	1	0	-5	0
O=C1/C(=C/c2cccc(Cl)c2)SC(=S)N1CCC(=O)N1CCCCC1CCO (stereo unspecified)	2	-3	45*	-4	-7	10	0	-7	7
Cc1cc(NC(=O)c2ccc3c(c2)C(=O)N(CCC(C)C)C3=O)no1	2	10	8	8	-3	-4	4	3	5
CCC(=O)Nc1ccc(NC(=S)NC(=O)c2oc3ccccc3c2C)cc1	7	1	2	-5	2	5	0	1	-2
O=C(CSc1nnc(NC(=O)c2c(F)cccc2Cl)s1)Nc1ccccc1F	0	-17	4	0	1	-2	-5	-3	4
CN1CCN(c2ccccc2NC(=O)c2cc3ccccc3o2)CC1	-3	6	12	-1	0	5	-1	-2	0
CCC1CCCCN1Cc1nc2c(c(=O)n(C)c(=O)n2C)n1CCCc1ccccc1 (stereo unspecified)	4	2	2	0	-5	6	1	-2	4
CCN(CC)c1ccc(-c2nnc(SCC(=O)N(CCOC)c3c(N)n(CC(C)C)c(=O)[nH]c3=O)o2)cc1	5	8	2	4	3	4	0	-3	5

Entries above shown as hits in pPAFAH FP inh:
canonical_smiles	pPAFAH FP inh	PREPL inh	PME-1 primary	PAFAH1B3 inh	PAD4 FP inh	PAFAH1B2 FP inh
CCCC1Nc2ccc(C(=O)O)cc2C2C=CCC12 (stereo unspecified)	46*	6	-22	32*	6	18
CN1CCS/C1=C/C=C1/SC(=S)N(Cc2ccccc2)C1=O	36*	25	14	10	49*	2
